From PubChem BioAssay
BCR signal inh: chronic active BCR signaling inhibition | ABC-DLBCL IkBa-CBG/CBR reporter, luminescence ratio, 4 h | Potency, µM (doses to about 46.1 µM), without a hit: top-dose ratio change, negative = lower green/red ratio, actives largely listed as inhibitors | 0.05% of 340,000 active | AID 493014; active = well fitted inhibition curve with a large enough effect in the signal ratio, with a control signal flat, not every such curve was filed as active; inconclusive = small, poorly fitted or top-dose-only effect, or effect the other way, or a change in a side signal; the % refers to the signal ratio;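 note: potency is the fitted concentration of half-maximal effect; plate controls were basal doxycycline-induced cells for no effect and cells given 10 µM MG132 for full effect; MG132 reads +100%, hits lower the ratio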
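TMD8 human ABC-DLBCL cells with doxycycline-inducible IκBα–green luciferase fusion and unfused red luciferase, in 0.5% FBS medium; compounds up to 46 uM, 4 h at 37C. Green/red luminescence ratio, filter-overlap corrected, fitted to concentration-response curves.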
Tb PFK inh: T. brucei PFK enzyme inhibition; O15648; T. brucei PFK, ADP-Glo luminescence; Potency, µM (titrated, usually from 57.5 µM), inactives show top-dose activity, negative = inhibition, hits mostly inhibitors; 0.17% of 330,000 active; AID 485367;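 note: potency is the fitted concentration of half-maximal effect; 0% = uninhibited 1x PFK enzyme wells and -100% = no-enzyme wells; nearly all actives have a fitted effect of over 60% in size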
Target sequence (O15648 whole entry, looked up): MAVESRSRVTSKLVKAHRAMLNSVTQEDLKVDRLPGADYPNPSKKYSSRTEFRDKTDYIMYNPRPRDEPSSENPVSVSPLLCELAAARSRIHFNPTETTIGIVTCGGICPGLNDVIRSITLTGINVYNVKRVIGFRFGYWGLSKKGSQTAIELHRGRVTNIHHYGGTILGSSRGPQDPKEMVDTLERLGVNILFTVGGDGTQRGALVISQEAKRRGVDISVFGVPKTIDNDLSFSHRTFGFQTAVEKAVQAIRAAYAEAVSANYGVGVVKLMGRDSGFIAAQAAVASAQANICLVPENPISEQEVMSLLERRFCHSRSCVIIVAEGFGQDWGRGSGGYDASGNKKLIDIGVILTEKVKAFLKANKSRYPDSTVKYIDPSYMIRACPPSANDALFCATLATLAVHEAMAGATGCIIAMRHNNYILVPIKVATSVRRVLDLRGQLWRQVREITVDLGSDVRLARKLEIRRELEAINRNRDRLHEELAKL
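Compounds were pin-transferred as a titration series up to 57 uM into substrate buffer (0.5 mM F6P, 0.1 mM ATP, pH 8.0), then 1.25 nM PFK was added and reactions ran 45 min before ADP-Glo detection.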
ELG1 repair inh: inhibitors of ELG1-dependent DNA repair in HEK293T cells; HEK293T ELG1-luciferase reporter, luminescence, 16 h; DNA damage induced by 5-fluorouridine; Potency, µM (top dose mostly 46.1 µM), for the others: at the highest dose activity change, negative = inhibition, actives largely listed as inhibitors; 2.3% of 330,000 active; AID 504467; note: potency is the fitted concentration of half-maximal effect; % is set by controls: 0 for no effect and ±100 for the full control effect; nearly all actives have a fitted effect of over 55% in size
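In this reporter screen, reduction of luminescence relative to DMSO vehicle indicated activity. Compounds and 5-fluorouridine were added together to 2,000 cells per well, incubated for 16 hr at 37 °C, then developed with ONE-Glo.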
ASM inhibitor: blocks human secretory acid sphingomyelinase. P17405. placental ASM, HMU-PC fluorogenic substrate, 60 min. Potency, µM (series often up to 57.5 µM), without a hit: at the top dose activity change, negative = inhibition, usual class: inhibitors. 0.006% of 340,000 active; note: potency is the fitted concentration of half-maximal effect
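Fluorescence read-out (Ex 386 nm, Em 447 nm) after stopping the reaction at pH 10. Enzyme: ASM from human placenta; substrate HMU-PC0, 9 uM final; 60 min, 37 °C. Compound preincubation 10 min, ambient temperature.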
TCR act: activators of T cell receptors; primary human leukocytes, anti-CD3, IL-2 HTRF, 48 h; Potency, µM (doses to about 9.22 µM), inactives show at the top dose activation of IL-2 secretion, most hits filed as activators; 330,000 tested, under 10 active; note: % of control where 0% means no effect
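Primary human leukocytes incubated 48 hr with anti-CD3 beads plus compound, without co-stimulation. Secreted IL-2 measured by HTRF (europium cryptate/d2 anti-IL-2 pair, 320 nm excitation, 665 nm emission).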
Mito fusion act: mitochondrial division inhibition or fusion activation | S. cerevisiae fusion-defective mutant growth rescue, CellTiterGlo 48 h | Potency, µM (doses to about 46.1 µM), for inactives: top-dose growth rescue (activation), usual class: activators | 0.23% of 320,000 active | AID 485298;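 note: potency is the fitted concentration of half-maximal effect; % of control where 0% means no effect; nearly all actives have a fitted effect of over 45% in size; temperature-sensitive fusion mutants such as fzo1-1 at 37 °C on non-fermentable ethanol glycerol medium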
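Growth-rescue viability read-out: after 48 h at the non-permissive 37C in glycerol/ethanol YPEG, yeast mitochondrial fusion mutants are measured by CellTiterGlo luminescence; compounds (23 nl pinned per well) restoring growth score as division inhibitors or fusion activators.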
Integrin act MD: activators of alpha7 integrin expression for muscular dystrophy. 0.064% of 350,000 active. Potency, µM (top dose mostly 38.3 µM), inactives show at the highest dose activation, most hits filed as activators. alpha7betagal myoblasts, beta-gal FDG fluorescence, 48 h;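 note: potency is the fitted concentration of half-maximal effect; 100% = response of the positive control SU9516; nearly all actives have a fitted effect of over 60% in size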
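Alpha7betagal+/- myoblasts (passage 13) were plated 16-24 hr, then exposed to compounds (1:260 dilution of DMSO stock) for 48 hours at 37C. After MPER lysis, β-galactosidase reporter activity was read as FDG fluorescence (ex 480/em 540) after 30 minutes.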
TSG101-PTAP inh: blocks PTAP/TSG101 interaction to inhibit HIV-1 budding | Q99816 | Fluorescence polarization, FITC-PTAP peptide / Tsg101 binding | Potency, µM (doses to about 115 µM), inactives show top-dose activity change, negative = inhibition, hits mostly inhibitors | 340,000 tested, under 10 active | AID 493005; active = well fitted inhibition curve with a large enough effect in the main read-out, with a control signal flat, not every such curve was filed as active; inconclusive = small, poorly fitted or top-dose-only effect, or effect the other way, or a change in a side signal; inactive = no such curve, though single readings can be large or run the other way; note: potency is the fitted concentration of half-maximal effect; % of control where 0% means no effect
Target sequence (Q99816 whole entry, looked up): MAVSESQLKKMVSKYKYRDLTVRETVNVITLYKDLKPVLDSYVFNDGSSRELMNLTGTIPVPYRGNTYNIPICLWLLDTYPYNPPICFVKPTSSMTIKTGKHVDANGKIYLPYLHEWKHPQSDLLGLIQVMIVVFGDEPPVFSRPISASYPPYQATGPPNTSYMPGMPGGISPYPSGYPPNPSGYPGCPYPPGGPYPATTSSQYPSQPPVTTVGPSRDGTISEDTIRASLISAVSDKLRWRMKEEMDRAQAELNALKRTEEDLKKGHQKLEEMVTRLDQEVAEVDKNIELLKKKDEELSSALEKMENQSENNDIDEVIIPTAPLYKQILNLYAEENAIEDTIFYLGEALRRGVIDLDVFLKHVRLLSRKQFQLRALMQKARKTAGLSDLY
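Compounds were pin-transferred onto Tsg101 binding domain (10 uM final) in HEPES pH 7.5 buffer, then FITC-PTAP peptide was added at 50 nM final. After 20 min at RT, polarization reported peptide displacement across a qHTS concentration series.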
AT treatment: candidate therapy for ataxia-telangiectasia. 0.19% of 320,000 active. […] A-T fibroblasts, KAP-1 phosphorylation AlphaLISA; neocarzinostatin DNA damage 30 min before lysis. Potency, µM (series often up to 57.5 µM), for inactives: at the highest dose activation, usual class: activators; note: potency is the fitted concentration of half-maximal effect; % of control where 0% means no effect; nearly all actives have a fitted effect of over 45% in size
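hTERT-immortalized A-T patient fibroblasts ([…]), 500 cells/well in OPTI-MEM, 1% FBS, got compounds for 60 min, then NCS for 30 min at 37C. Lysates were then assayed for phospho-KAP-1 by AlphaLISA (anti-pKAP1 donor, anti-KAP1 acceptor beads), 6 hr at 25C.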
Eya2 inh: inhibitors of human Eya2 phosphatase activity | O00167 | recombinant Eya2, OMFP fluorescence dephosphorylation (OMFP is methylfluorescein phosphate) | 0.006% of 330,000 active | Potency, µM (highest dose often 76.9 µM), for the others: at the top dose activity, negative = inhibition, actives largely listed as inhibitors | AID 488837; note: potency is the fitted concentration of half-maximal effect; % is set by controls: 0 for no effect and ±100 for the full control effect
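Eya2 protein (added as 0.2 uM solution) was preincubated with compound for 10 min at ambient temperature in 50 mM HEPES pH 7.5, 50 mM NaCl, 5 uM MgCl2, 0.05% BSA, 1 mM DTT. OMFP (added at 50 uM) then reacted 10 min; fluorescence read at 485/525 nm.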
TSHR antagonist: blocks TSH signaling through the human TSH receptor. P16473. TSHR-expressing cells, TSH-stimulated cAMP HTRF, 2 h; stronger effect = lower value. activity change, negative = inhibition, % at 11.5 µM. 0.2% of 330,000 active;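 active = activity change below a set negative limit, meaning inhibition stronger than a set level, cut at about -70% in these data; inconclusive = activity change between two set negative limits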; note: % is set by controls: 0 for no effect and ±100 for the full control effect
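Competitive HTRF cAMP read-out (cryptate anti-cAMP antibody, cAMP-d2; 30 min, room temperature) in freshly harvested TSHR cells. Compounds added before TSH at EC80 (4nM final), followed by 2 hours' incubation at 37 deg C.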
Numbers without * were called inactive; ? = inconclusive; · = no result given; [ ] = dose if it differs, or a comment. Unless noted, calls come from the whole dose curve; as a rule, active = well fitted curve in the direction sought with a large enough effect; inconclusive = small, poorly fitted or top-dose-only effect, or another doubt; inactive = no such curve, though single readings can be large; an effect the other way counts as inactive or inconclusive. The order is random; about 3.2% have a hit in one of these screens.

SMILES	BCR signal inh	Tb PFK inh	ELG1 repair inh	ASM inhibitor	TCR act	Mito fusion act	Integrin act MD	TSG101-PTAP inh	AT treatment	Eya2 inh	TSHR antagonist
Cc1ccc(SCC(=O)Nc2ccc(S(=O)(=O)Nc3nccs3)cc2)cc1	-3.4%	?	3.5%	-1.8%	4.9%[46.1 µM]	-12.6%	-13.7%	-0.8%	0.2%	-7.3%	-4.5
Cc1ccc(-n2c(SCC(=O)Nc3ccc4c(c3)OCO4)nnc2-c2cccs2)cc1	?	?	-18.6%	-3.7%	-1.4%	-1.5%	-0.6%	-2.7%	6.2%	-4.7%	-4.7
Cc1cc(C)cc(NC(=S)N(CCCN2CCN(C)CC2)Cc2cccs2)c1	?	-0.9%	-11.5%	2.4%	-3.5%	-3.5%	-5.3%	-3.5%	-2.3%	-14.9%	5.8
COc1cc(C(=O)Nc2cc(OC)c(OC)c(OC)c2)ccc1OCc1c(C)noc1C	-7.4%	1.0%	-14.0%	1.2%	-2.3%	·	-12.4%	-1.5%	8.7%	-5.3%	-8.6
Cc1ccc2oc(-c3cccc(NC(=O)/C=C/c4cccc([N+](=O)[O-])c4)c3C)nc2c1	-4.5%	1.9%	?	1.2%	-16.7%	-0.1%	5.3%	1.6%	1.8%	0.2%	-6.9
Cc1cccc(C2NC(c3cccc(C)c3)C(C)C(=O)C2C)c1 (stereo not given)	?	-10.2%	-0.4%	-2.7%	-2.8%	-12.0%	-2.6%	-2.3%	22.9%	-9.9%	-2.0
Cc1cc([N+](=O)[O-])ccc1NC(=O)c1csc(C)c1C	-10.0%	0.1%	?	-1.0%	10.0%	4.1%	-3.3%	-1.7%	9.0%	-3.7%	-10.2
CSc1ccccc1NC(=O)CN1C(=O)C2CC=CCC2C1=O (stereo not given)	1.4%	-9.2%	?	1.7%	·	4.6%	2.7%	-0.5%	1.4%	-29.6%	0.2
C=CCOc1ccc2ccccc2c1CNc1ncn[nH]1	1.4%	-10.8%	2.4%	4.6%	·	1.1%	0.0%	·	3.5%	12.7%	1.7
C=CCN1C(=O)C(CC(=O)NCC)SC1=Nc1cc(Cl)ccc1Cl (stereo not given)	3.6%	4.2%	-0.9%	-2.6%	-2.5%	4.4%	18.4%	-0.8%	-5.0%	-2.6%	6.9
COC(=O)N1[C@H](C)C=C[C@]1(Cc1ccccc1)C(=O)O	3.8%	-6.1%	0.2%	6.3%	5.5%	-4.2%	7.6%	-0.4%	·	4.6%	27.2
O=C(CSc1nc(-c2ccco2)cc(C(F)(F)F)n1)Nc1ccc2c(c1)CCC2	-1.8%	-7.4%	1.5%	-4.3%	-7.5%	-3.6%	-6.5%	-5.8%	-0.3%	-2.4%	-17.2
CCCN(CC(=O)Nc1ccccc1C)C(=O)COC(=O)CSc1ccc([N+](=O)[O-])cc1	?	-4.7%	27.1%	·	-0.9%	-1.8%	-19.3%	1.6%	-5.8%	-35.2%	-3.4
CN(C(=O)COC(=O)C1CCN(S(=O)(=O)c2ccc3c(c2)OCCO3)CC1)C1CCCCC1	-2.1%	2.5%	-13.1%	3.8%	-3.0%	-1.2%	19.9%	-3.9%	0.1%	4.5%	-0.3
CCOc1ccc(NC(=O)c2cc(=O)[nH]c3ccccc23)cc1	-1.6%	-2.6%	8.6%	-1.9%	·	0.0%	2.3%	0.3%	19.3%	-7.0%	-0.8
CC(C)C(=O)Nc1cccc(C(=O)Nc2ccc(S(=O)(=O)Nc3nccs3)cc2)c1	-16.8%	-0.9%	2.7%	4.5%	-0.4%	-4.2%	43.8%	-0.3%	-1.0%	-0.7%	5.1
CCC(C(=O)Nc1ccccc1C(=O)N1CCOCC1)N1C(=O)c2ccccc2C1=O (stereo not given)	8.2%	-1.3%	10.9%	-2.1%	-6.9%	-2.1%	22.4%	-2.0%	-0.4%	-7.1%	16.4
CC(=O)Nc1ccc(SC[C@H](Cc2ccccc2)N2CCN(CCc3ccccc3)CCC2=O)cc1	-8.3%	3.8%	-9.9%	-0.2%	-2.7%	-7.9%	-24.6%	-2.0%	-22.6%	-7.8%	-7.1
Cc1ccc(NC(=O)Cc2nnc(SCC(=O)NC3=NCCS3)n2C)cc1	-5.6%	-8.7%	7.2%	-4.5%	5.3%	-12.0%	12.5%	-0.2%	-0.9%	-6.2%	0.8
Cc1[nH]c2ccc(F)cc2c1CCN(Cc1ccco1)C(=S)NC(C)(C)C	?	-19.4%	5.8%	3.2%	4.4%	-5.1%	?	-4.4%	3.2%	10.7%	12.2
Cc1ccc(NC(=S)NCC2CCCO2)cc1C (stereo not given)	-9.1%	0.0%	24.0%	-1.6%	-0.3%[46.1 µM]	-4.0%	-15.0%	4.1%	2.1%	-2.2%	6.7
CC(=O)N/C(=C\c1ccccc1)C(=O)OCC(=O)Nc1cc(S(=O)(=O)N(C)C)ccc1Cl	?	-2.5%	-10.9%	4.1%	-5.9%	5.8%	-22.0%	-1.8%	0.1%	-14.2%	-16.5
COc1ccc(Nc2nc3ccccc3n3nnnc23)cc1	?	6.2%	0.0%	107.4%	·	-1.9%	-1.5%	·	5.2%	-21.2%	-4.9
Cc1ccc2cccc(NS(=O)(=O)c3ccccc3)c2n1	?	1.3%	-6.2%	-3.5%	·	-1.4%	-57.8%[inhibitor]	-2.4%	10.1%	17.8%	-18.2
O=C1Nc2ccc([N+](=O)[O-])cc2OC1CCN1CCOCC1 (stereo not given)	3.4%	-0.2%	3.3%	0.6%	-0.5%	2.1%	6.4%	0.0%	-0.5%	-3.4%	-3.2
CN(C(=O)CN(c1ccccc1)S(=O)(=O)c1ccc(F)cc1)C1CCS(=O)(=O)C1 (stereo not given)	1.5%	4.2%	?	8.6%	1.1%	1.5%	18.7%	-1.3%	19.2%	0.8%	5.8
CC(=O)c1ccc(OCC(=O)OCC(=O)Nc2sccc2C(N)=O)cc1	-2.3%	-4.7%	?	0.6%	-0.1%	-0.8%	20.0%	-0.9%	-1.9%	3.1%	-25.2
C/C(=N/OCO/N=C(\C)c1ccc(F)cc1F)c1ccc(F)cc1F	?	-2.6%	26.4%	2.3%	3.8%[46.1 µM]	0.5%	23.1%	-3.1%	-2.7%	-0.3%	-3.3
Cc1ccc(Nc2nc(/N=C/NO)n[nH]2)cc1C	-1.4%	0.1%	0.0%	1.5%	0.8%	-5.3%	-34.1%	3.0%	-7.2%	2.8%	11.5
CCCN1CCN(S(=O)(=O)c2ccc(OC)c(Br)c2)CC1	17.5%	1.7%	2.7%	3.3%	2.6%	-3.5%	-18.2%	-2.3%	-1.3%	2.3%	-2.9
CCOc1ccc(C2C(C(=O)c3ccco3)=C(O)C(=O)N2CCN2CCOCC2)cc1OCC (stereo not given)	4.7%	-0.1%	4.5%	-4.1%	3.0%	7.4%	-0.4%	-2.8%	-1.5%	4.0%	-2.0

3 structures from above, arranged by heavy-atom count, highest first.
SMILES	BCR signal inh	Tb PFK inh	ELG1 repair inh	ASM inhibitor	TCR act	Mito fusion act	Integrin act MD	TSG101-PTAP inh	AT treatment	Eya2 inh	TSHR antagonist
CN(C(=O)CN(c1ccccc1)S(=O)(=O)c1ccc(F)cc1)C1CCS(=O)(=O)C1 (stereo not given)	1.5%	4.2%	?	8.6%	1.1%	1.5%	18.7%	-1.3%	19.2%	0.8%	5.8
C/C(=N/OCO/N=C(\C)c1ccc(F)cc1F)c1ccc(F)cc1F	?	-2.6%	26.4%	2.3%	3.8%[46.1 µM]	0.5%	23.1%	-3.1%	-2.7%	-0.3%	-3.3
O=C1Nc2ccc([N+](=O)[O-])cc2OC1CCN1CCOCC1 (stereo not given)	3.4%	-0.2%	3.3%	0.6%	-0.5%	2.1%	6.4%	0.0%	-0.5%	-3.4%	-3.2
